# Source: PubChem BioAssay (National Center for Advancing Translational Sciences (NCATS))
# pAkt inh – blocks phosphorylation of Akt; activity change, % for hits at 50 µM; hit rate 0.32% among 360,000; Neuro2A IGF-stimulated pAkt S473 HTRF, 20 min; active compounds read low; in the data active = activity change below about -80%; inconclusive = mostly about -51% to -80%; also: % is scaled to controls: 0 for no effect and ±100 for the full control effect
#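 Single-point screen (50 µM final compound) in Neuro2A cells stimulated 20 min with 6 nM IGF at 37 deg C. After lysis, Ser473-phosphorylated Akt read by HTRF (ex 330 nm, em 615/665 nm) as the 665/615 ratio.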
# DRD3 antagonist – blocks the human D3 dopamine receptor. P35462. D3R cells, DiscoveRx beta-arrestin luminescence, antagonist mode; active compounds read low. max response, negative = inhibition, %. hit rate 2.5% among 360,000; in the data active = max response below about -50%; inconclusive = no clear call, values can overlap the other calls; also: % is scaled to controls: 0 for no effect and ±100 for the full control effect; mostly tested at two doses, the higher about 12 µM
# Target sequence (P35462 whole entry, looked up): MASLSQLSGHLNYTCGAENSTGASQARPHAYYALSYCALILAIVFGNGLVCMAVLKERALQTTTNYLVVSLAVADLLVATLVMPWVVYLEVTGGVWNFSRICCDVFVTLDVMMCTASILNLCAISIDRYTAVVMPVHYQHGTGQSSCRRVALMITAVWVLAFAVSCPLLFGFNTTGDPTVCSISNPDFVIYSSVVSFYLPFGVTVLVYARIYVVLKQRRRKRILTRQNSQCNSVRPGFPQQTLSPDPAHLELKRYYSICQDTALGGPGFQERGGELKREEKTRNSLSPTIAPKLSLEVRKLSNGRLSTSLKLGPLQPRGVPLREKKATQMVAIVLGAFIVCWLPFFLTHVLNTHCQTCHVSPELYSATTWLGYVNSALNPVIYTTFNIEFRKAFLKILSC
#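 Cells expressing the human receptor were seeded at 1500 cells/well, incubated overnight at 37 degrees C in 5% CO2, then exposed to library compounds with dopamine controls for 90 minutes at 37 degrees C before luminescent detection.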
# Abeta rescue – compounds reversing amyloid beta toxicity in yeast; yeast expressing A-beta42, growth rescue, OD600, 48 h; response scale: 0% DMSO, 100% iron-clioquinol control; Potency, µM (top dose mostly 46.1 µM), inactives show at the top dose growth rescue, usual class: activators; hit rate 0.063% among 410,000; also: potency is read from the fitted curve at half-maximal effect; nearly all actives have a fitted effect of over 55% in size
#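 Yeast A-beta toxicity model in growth medium with pinned compounds, 48 h at 30 C; growth read as absorbance at 600 nm. Normalized to FeCl3/clioquinol equimolar mix (positive) and DMSO (negative).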
# GLP1R inv ag – inverse agonists of human GLP-1 receptor; P43220; HEK293 GLP-1R CRE-luciferase, luminescence, 24 h; GLP-1R form is constitutively active; Potency, µM (doses to about 38.3 µM), for the others: at the highest dose activity change, negative = inhibition, actives largely listed as inhibitors; hit rate 1.6% among 410,000; also: potency is read from the fitted curve at half-maximal effect; % is scaled to controls: 0 for no effect and ±100 for the full control effect; nearly all actives have a fitted effect of over 55% in size
#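 qHTS in 1536-well format: reporter HEK293 cells expressing constitutive GLP-1R activity in DMEM + 10% Nu serum, 24 hr with compounds at 37 deg C, luminescence read after 12 min with detection reagent.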
# aSyn rescue – inhibitors of alpha-synuclein toxicity in yeast; Yeast expressing alpha-synuclein, growth rescue, BacTiter-Glo, 24 h; Potency, µM (doses to about 46.1 µM), inactives show at the top dose growth rescue (activation), hits mostly activators; hit rate 0.14% among 370,000; also: potency is read from the fitted curve at half-maximal effect; % of control where 0% means no effect; nearly all actives have a fitted effect of over 65% in size
#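 Rescue of yeast growth: cells expressing toxic alpha-synuclein, induced in galactose at OD600 0.02, incubated with compound 24 h at 30 C. ATP luminescence quantified growth; inhibitors of toxicity appear as activators.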
# GLP-1R agonist – activates the human GLP-1 receptor; P43220; HEK293 GLP-1R CRE-luciferase, luminescence, 4-6 h; cells express a hypersensitive GLP-1R form; Potency, µM (titrated, usually from 45.6 µM), inactives show at the top dose activation, usual class: activators; hit rate 0.007% among 380,000; AID 624172; also: potency is read from the fitted curve at half-maximal effect; % of control where 0% means no effect
# TDP43 rescue – rescues yeast growth from TDP-43 toxicity. TDP-43 expressing yeast growth rescue, BacTiter-Glo, 24 h. Potency, µM (highest dose often 46.1 µM), without a hit: at the top dose growth rescue (activation), actives largely listed as activators. hit rate 1.8% among 410,000; also: potency is read from the fitted curve at half-maximal effect; % of control where 0% means no effect; nearly all actives have a fitted effect of over 50% in size
#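 In this qHTS, compounds that restore growth of yeast expressing TDP-43 appear as activators. Cells (OD600=0.02, galactose medium, raffinose-pregrown) are incubated with compound 24 hr at 30 deg C and growth is quantified by BacTiter-Glo.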
# PTHR1 agonist – PTHR1 (human) receptor agonism | hit rate 0.075% among 410,000 | Potency, µM (series often up to 115 µM), inactives show top-dose activation, hits mostly activators | AID 743266 | Q03431 | HEK293 GP2 PTHR1 cells, GloSensor cAMP luminescence, 1 h; also: potency is read from the fitted curve at half-maximal effect; nearly all actives have a fitted effect of over 55% in size; some results filed as inactive show a strong effect at the top dose; inactives centre near -15; many of its hits are not listed in these tables
# Target sequence (Q03431 whole entry, looked up): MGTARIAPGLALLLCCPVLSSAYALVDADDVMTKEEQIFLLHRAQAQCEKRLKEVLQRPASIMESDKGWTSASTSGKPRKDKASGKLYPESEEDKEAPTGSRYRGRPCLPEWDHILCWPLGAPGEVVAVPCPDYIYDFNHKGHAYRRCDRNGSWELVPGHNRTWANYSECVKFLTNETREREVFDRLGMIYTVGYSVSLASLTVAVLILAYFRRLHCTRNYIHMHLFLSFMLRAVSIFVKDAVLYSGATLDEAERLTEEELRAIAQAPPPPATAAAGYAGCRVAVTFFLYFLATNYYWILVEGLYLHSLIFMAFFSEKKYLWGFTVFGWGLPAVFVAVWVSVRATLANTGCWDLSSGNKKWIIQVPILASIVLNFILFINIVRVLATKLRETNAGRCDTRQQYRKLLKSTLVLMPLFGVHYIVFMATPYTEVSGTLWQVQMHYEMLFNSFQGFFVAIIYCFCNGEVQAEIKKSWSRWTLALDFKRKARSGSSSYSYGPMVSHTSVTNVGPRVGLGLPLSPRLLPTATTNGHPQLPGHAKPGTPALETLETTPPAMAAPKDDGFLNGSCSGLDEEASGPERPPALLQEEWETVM
#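 HEK-293-derived GP2 cells expressing PTHR1 and a GloSensor cAMP reporter, 3,000/well, plated overnight, given luciferin plus IBMX (each 0.5 mM as added) for 1 h at 37 °C, then compound for 1 h at 37 °C. Luminescence was read after 15 min at room temperature.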
# FUS suppressor – FUS proteinopathy suppression in yeast. S. cerevisiae FUS-expressing, growth rescue, OD600, 24 h. Potency, µM (highest dose often 76.6 µM), inactives show top-dose growth rescue (activation), usual class: activators. hit rate 0.24% among 390,000;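 also: potency is read from the fitted curve at half-maximal effect; plate controls were DMSO vehicle for no effect and reference control for full effect; nearly all actives have a fitted effect of over 55% in size; some results filed as inactive show a strong effect at the top dose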
#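 Restored growth of FUS-toxic S. cerevisiae, read as 600 nm absorbance after 24 h at 30C in galactose medium (starting OD 0.005). Controls CP55940 and DMSO.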
# * marks the source's active call; other numbers are inactive results; i = inactive; ? = inconclusive; / = no result given; [ ] = remark or other dose. Unless noted, calls follow the shape of the dose curve; as a rule, active = well fitted curve in the direction sought with a large enough effect; inconclusive = small, poorly fitted or top-dose-only effect, or another doubt; inactive = no such curve, though single readings can be large; an effect the other way counts as inactive or inconclusive. A portion of the library, so the mix of outcomes need not match the whole.
# Start of the data: the first 9 records, ahead of the listing:
canonical_smiles	pAkt inh	DRD3 antagonist	Abeta rescue	GLP1R inv ag	aSyn rescue	GLP-1R agonist	TDP43 rescue	PTHR1 agonist	FUS suppressor
Cc1ccc(-n2c(C)cc(C)c(C#N)c2=O)cc1Cl	i	?	-13%	?	3%	1%	5%	-16%[57.5 µM]	-7%
O=C(CC12CC3CC(C1)CC(CC(=O)NC1=NCCS1)(C3)C2)NC1=NCCS1	i	0	5%	9%	-6%	-10%	6%	-6%	21%
O=C1CCC(=O)N1CC(=O)N1CCCc2ccccc21	i	-4	2%	-3%	2%	10%	-8%	2%	-12%
Cc1nc(NNC(=O)c2ccccc2)cc(-c2ccccc2)n1	i	1	8%	-6%	-3%	6%	-12%	-13%[57.5 µM]	9%
Cn1nnnc1SCC(=O)Nc1ccccc1N1CCCCC1	i	-25	21%	-29%	7%	2%	24%	-7%[57.5 µM]	3%
CC(C)(C)NCc1cc(Br)ccc1OC1CCCC1	i	-29	-21%	?	-3%	-4%	-10%	i	0%
C/C(CC(=O)Nc1ccccc1Br)=N\NC(=O)C(=O)N1CCCC1	i	-10	0%	15%	-6%	-7%	7%	i	8%
CCOc1cc(NC(=S)NC)c(OCC)cc1NC(=O)c1cccs1	i	0	12%	4%	-10%	7%	1%	-2%	0%
COc1cc(/C=C\C(=O)NCc2ccc3c(c2)cc(C)n3C)cc(OC)c1OC	i	?	-6%	2%	-9%	3%	-14%	i	?

# The listing (from the top)
canonical_smiles	pAkt inh	DRD3 antagonist	Abeta rescue	GLP1R inv ag	aSyn rescue	GLP-1R agonist	TDP43 rescue	PTHR1 agonist	FUS suppressor
Cc1ccc(-n2c(C)cc(C)c(C#N)c2=O)cc1Cl	i	?	-13%	?	3%	1%	5%	-16%[57.5 µM]	-7%
O=C(CC12CC3CC(C1)CC(CC(=O)NC1=NCCS1)(C3)C2)NC1=NCCS1	i	0	5%	9%	-6%	-10%	6%	-6%	21%
O=C1CCC(=O)N1CC(=O)N1CCCc2ccccc21	i	-4	2%	-3%	2%	10%	-8%	2%	-12%
Cc1nc(NNC(=O)c2ccccc2)cc(-c2ccccc2)n1	i	1	8%	-6%	-3%	6%	-12%	-13%[57.5 µM]	9%
Cn1nnnc1SCC(=O)Nc1ccccc1N1CCCCC1	i	-25	21%	-29%	7%	2%	24%	-7%[57.5 µM]	3%
CC(C)(C)NCc1cc(Br)ccc1OC1CCCC1	i	-29	-21%	?	-3%	-4%	-10%	i	0%
C/C(CC(=O)Nc1ccccc1Br)=N\NC(=O)C(=O)N1CCCC1	i	-10	0%	15%	-6%	-7%	7%	i	8%
CCOc1cc(NC(=S)NC)c(OCC)cc1NC(=O)c1cccs1	i	0	12%	4%	-10%	7%	1%	-2%	0%
COc1cc(/C=C\C(=O)NCc2ccc3c(c2)cc(C)n3C)cc(OC)c1OC	i	?	-6%	2%	-9%	3%	-14%	i	?
CC(C)[C@@H]1NC(=O)c2cc([N+](=O)[O-])cc(I)c2OCC[C@@H](C(N)=O)NC(=O)[C@H](CCC(=O)O)NC1=O	i	2	-4%	20%	-7%	-2%	6%	-17%	1%
Cc1c(NC=C(C#N)C#N)c(=O)n(-c2ccccc2)n1C	i	5	6%	4%	1%	0%	10%	-9%	-22%
CC1(C)CC(=O)c2cc(C(=O)N3CCN(CCO)CC3)c(=O)n(-c3ccc(Cl)cc3)c2C1	i	-5	4%	5%	4%	-3%	-11%	i	11%
O=C(/C=C/c1ccccc1Cl)Nc1nc(-c2cccs2)ns1	/	/	-15%	4%	/	/	9%	i	3%
CCN(CC)C(=O)CC(c1cc(OC)c(OC)c(OC)c1)c1c(OC)cc(OC)c2c(-c3ccccc3)cc(=O)oc12 (stereo not given)	i	-26	4%	31%	-7%	23%	13%	24%	?
CC(=O)c1sc2nc(SCC(=O)N3CCCCC3)[nH]c(=O)c2c1C	i	52	?	77%[activator]	3%	-1%	14%	i	13%
Cc1noc(C)c1S(=O)(=O)N(C)CC(=O)NCc1ccccc1	i	15	22%	3%	12%	2%	7%	i	-17%
Cc1ccc(NCc2n[nH]c(=S)n2-c2ccccc2)cc1	i	-20	3%	14%	4%	1%	-4%	i	6%
S=c1nc(NCc2ccc3c(c2)OCO3)c2ccccc2[nH]1	i	-11	-10%	22%	-3%	3%	-2%	-33%[inhibitor]	-6%
CCCc1cc(=O)oc2cc(OC(C)C(=O)NCC3CCC(C(=O)O)CC3)c(Cl)cc12 (stereo not given)	i	-22	-10%	14%	-2%	6%	-2%	30%	27%
COc1ccccc1CCNS(=O)(=O)CCNC(=O)c1ccc2c(c1)OCO2	i	-15	3%	-16%	-20%	2%	-11%	-3%	4%
COc1ccc(-c2cccc(C3CC=CC4C3C(=O)N(Cc3ccccc3)C4c3ccc(C(F)(F)F)cc3)c2)cc1 (stereo not given)	i	-20	2%	?	-17%	-1%	7%	i	32%
O=C(Cn1ccc(=O)[nH]c1=O)c1ccc([N+](=O)[O-])o1	i	19	5%	?	0%	6%	23%	-48%[inhibitor]	-24%
CS(=O)(=O)c1ccc(C(=O)OCC(=O)N2CCOCC2)cc1[N+](=O)[O-]	/	/	-8%	/	/	-8%	/	-46%[inhibitor]	-13%
COC(=O)c1cc(CN2CCN(c3ccccc3C)CC2)ccc1O	i	-80*	-4%	0%	2%	0%	-21%	17%[57.5 µM]	9%
CC1CCCCC1NC(=O)COC(=O)c1ccc2c(c1)NC(=O)CS2 (stereo not given)	i	-2	10%	-9%	0%	1%	10%	i	23%
Nc1nc(-c2sc3nc4c(cc3c2N)CCCC4)nc(N2CCOCC2)n1	i	35	-9%	89%[activator]	8%	16%	10%	-4%	3%
COCCNC(=O)c1cc(-c2ccccc2)nn1Cc1cc(C)no1	i	-15	-2%	29%	0%	-3%	11%	i	0%
CCOc1ccc(NC(=O)c2ccc(Cl)c(NC(=O)c3ccco3)c2)cc1	i	8	5%	-1%	-9%	-6%	3%	i	-3%
CCOC(=O)Nc1cccc(OCC(=O)Nc2ccccc2OC)c1	i	13	27%	0%	-7%	18%	16µM*	i	29%
O=C(O)Cc1ccc(N=Nc2c(O)c(C(=O)O)cc3ccccc23)cc1	i	0	-10%	16%	8%	-1%	2%	-22%	37%
CCN(CC)S(=O)(=O)c1cccc(-c2nnc(SCC(N)=O)n2CCc2ccccc2)c1	i	5	12%	1%	11%	14%	16%	3%[57.5 µM]	11%
CN(C)CCCCOc1ccc(Br)cc1Cl	i	-15	-2%	?	3%	0%	8%	i	6%
Cc1ccc(N(C(=O)c2csnn2)C(C(=O)NC2CCCC2)c2cccnc2)cc1 (stereo not given)	i	-19	6%	10%	0%	8%	-4%	i	19%
Cc1cccc(NC(=O)CN2CCN(CC(=O)Nc3cccc(C)c3)CC2)c1	i	4	22%	-6%	2%	-5%	-9%	-5%[57.5 µM]	6%
Cc1nnc(N2CCCC(C(=O)NCCN(C)C)C2)c2nn(-c3ccccc3)c(C)c12 (stereo not given)	/	/	0%	-5%	/	/	8%	-1%	-30%
O=C(c1ccc(S(=O)(=O)N2CCOCC2)cc1)N1CCN(S(=O)(=O)c2ccc(Cl)s2)CC1	i	19	-1%	?	3%	-4%	17%	-29%	14%
Cc1oc2cc3oc(=O)c(CCC(=O)NCCc4ccccc4F)c(C)c3cc2c1C	/	/	-37%	-10%	/	/	-19%	-28%	-44%
CCc1nc2ccc(C(=O)Nc3ccc(OC)c(OC)c3)cn2c1N(C)Cc1cccs1	i	46	-2%	?	2%	-8%	15%	-19%	15%
O=C1/C(=C/c2ccc(F)cc2)CCC1C1CCCC1 (stereo not given)	i	-17	2%	1%	-1%	0%	19%	-33%[inhibitor]	4%
CCO/N=C(/c1nonc1N)N1CCN(c2ccc([N+](=O)[O-])cc2)CC1	i	2	0%	1%	0%	1%	33%	-25%	25%
Cc1ccccc1CC(=O)Nc1cccnc1	i	0	2%	-9%	-5%	-6%	-8%	i	9%
C[C@@H]1CN([C@H](C)CO)C(=O)c2cc(NS(=O)(=O)c3cccs3)ccc2O[C@H]1CN(C)Cc1ccccc1	i	-21	-6%	1%	-19%	-3%	-8%	-17%	-7%
CCCc1cc(Nc2ccc(C)cc2)n2ncnc2n1	i	7	5%	6%	3%	18%	7%	i	1%
O=C(NN1C(=O)c2ccccc2NC1c1ccccn1)c1ccc([N+](=O)[O-])cc1 (stereo not given)	i	-9	1%	24%	1%	0%	6%	-7%	/
Cc1nc(SC(C)C(=O)Nc2cccc(C(F)(F)F)c2)c2c(C)c(C(=O)O)sc2n1 (stereo not given)	i	4	?	?	-2%	1%	18%	-38%[inhibitor]	-12%
CCOc1ccc2nc(NC(=O)C3CCN(C(=O)c4ccco4)CC3)sc2c1	i	-10	11%	-11%	-4%	6%	-7%	i	9%
O=C(NCc1ccc(F)cc1)N[C@@H](Cc1ccccc1)C(=O)O	?	12	13%	0%	1%	0%	-9%	-4%[57.5 µM]	16%
O=C(Cc1c(Cl)cccc1Cl)Nc1cccc(S(=O)(=O)N2CCOCC2)c1	i	4	0%	6%	-12%	0%	5%	-17%	0%
